INS promoter inh = inhibitors of insulin promoter-driven GFP, primary screen, imaging, TRM-6 cells (human fetal islet line), eGFP reporter, cell count. AID 1273, 2008. inhibition, % at 2 µM. reporter expression induced with tamoxifen. 130,000 tested, 0.9% active;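 active = inhibition above the mean plus 3 SD, with well images judged a real hit on visual review, cut at about 60% in these data, passing the limit was not always enough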
SDO1 yeast rescue = growth rescue of sdo1-depleted yeast, primary screen, S. cerevisiae, bone marrow failure model | S. cerevisiae sdo1-depleted JHY4D growth rescue, OD600 30 h; stronger effect = higher value; pdr5 snq2 efflux-pump mutant strain | z-score at 10 µM | 140,000 tested, 0.21% active | AID 817, 2007;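 active = z-score above 3 at both the 24 hr and the 30 hr optical density reads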;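 also: z-score against mean and SD of all compound wells on the same plate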
SDO1 yeast rescue Rescue 24 h = recorded beside SDO1 yeast rescue, whose call it bears; z-score; S. cerevisiae sdo1-depleted JHY4D growth rescue, OD600; measured here: growth rescue at 24 h;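 0 is the plate mean of compound wells and units are plate SD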
* hit, by the source's call; x = no result given. Some of the compounds tested; rates above refer to the full screens.

SMILES | INS promoter inh | SDO1 yeast rescue | SDO1 yeast rescue Rescue 24 h
CS(=O)(=O)N1CCN(C(=O)Cc2cccs2)CC1 | 22 | 0.93 | 2.2
Cc1cccc(C)c1NC(=O)C(NC=O)c1ccccc1Cl (stereo not given) | 11 | 1 | 1.2
CCOC(=O)c1ccc(N2CCN(c3ccccc3F)CC2)c(NC(=O)Nc2ccccc2)c1 | 32 | 0.4 | 0.02
Cc1cc(NC(=O)CC2CCCC2)n(-c2nc3ccccc3[nH]2)n1 | 3 | -2.2 | -1.6
c1ccc(C2CC(c3cccs3)n3nnnc3N2)cc1 (stereo not given) | 14 | -0.55 | -0.72
Cn1cnnc1SCc1nc(N)nc(Nc2ccccc2)n1 | -49 | 0.4 | 0.63
CCOc1ccccc1/C=N/Nc1ccccc1[N+](=O)[O-] | 42 | 1.2 | 3.9
Cc1cc(/C=C(\C#N)C(=O)Nc2ccc(F)cc2)c(C)n1-c1ccc(N2CCOCC2)c([N+](=O)[O-])c1 | 11 | -1.7 | -0.65
O=C(/C=C/c1cc([N+](=O)[O-])ccc1OC(F)F)NCc1ccc(F)cc1 | 19 | 1.1 | 1.6
COC(=O)C1CSc2[nH]c(=O)sc2C1c1ccccc1 (stereo not given) | -10 | -0.98 | -0.87
Cc1cccc(C)c1NC(=O)c1sccc1SCc1cccc(C(F)(F)F)c1 | -60 | -0.65 | -0.8
COc1cccc2sc(NC(=O)c3ccc(S(=O)(=O)N4CCOCC4)cc3)nc12 | -11 | -0.49 | -0.18
COc1cc(CNc2ccc(N3CCCC3)cc2)ccc1OCc1ccccc1F | 11 | -0.23 | -0.31
CC(=O)N/N=C/c1cc(C(C)C)cc(/C=N/NC(C)=O)c1O | -27 | x | x
Cc1ccc(C2C(C(=O)c3cccs3)=C(O)C(=O)N2CCN2CCOCC2)o1 (stereo not given) | 25 | 1.8 | 2.1
S=C1NC(c2ccccc2)N2C(=S)NC(c3ccccc3)N12 (stereo not given) | 4 | 1.2 | 1.5
O=C(Nc1nnc(COc2ccc(F)cc2)s1)c1cccs1 | -13 | -2 | -1.9
COc1cc(C(=O)/C=C/Nc2ccc(NC(C)=O)cc2)cc(OC)c1OC | -6 | 0.47 | 0.18
COc1cc(NC(=S)NCc2cccs2)cc(OC)c1 | -36 | 0.5 | 0.13
CC(C)C[C@H](NC(=O)OC(C)(C)C)c1n[nH]c(=S)n1N | -7 | 0.48 | -0.13

3 structures already listed, ordered by heavy-atom count, highest first.
SMILES | INS promoter inh | SDO1 yeast rescue | SDO1 yeast rescue Rescue 24 h
Cc1cccc(C)c1NC(=O)c1sccc1SCc1cccc(C(F)(F)F)c1 | -60 | -0.65 | -0.8
COc1cc(C(=O)/C=C/Nc2ccc(NC(C)=O)cc2)cc(OC)c1OC | -6 | 0.47 | 0.18
O=C(Nc1nnc(COc2ccc(F)cc2)s1)c1cccs1 | -13 | -2 | -1.9

(next part)
SMILES | INS promoter inh | SDO1 yeast rescue | SDO1 yeast rescue Rescue 24 h
CCOc1ccccc1NC(=O)CN(c1nccs1)S(=O)(=O)c1ccc(N)cc1 | x | 0.14 | 0.43
Cc1ccc2nc(C(F)OC(F)(F)F)[nH]c2c1 (stereo not given) | -42 | 12* | 13*
Cc1ccc(S(=O)(=O)N2CCOCC2)cc1C(=O)NCc1cn2ccsc2n1 | -35 | 1.7 | 1.3
COC(=O)N/N=C/c1cc(C)n(-c2ccc(F)cc2)c1C | -8 | x | x
Cc1cc(C)n(C2CC(=O)N(c3cccc(Cl)c3)C2=O)n1 (stereo not given) | -14 | x | x
CCc1ccc(CCC(=O)Nc2ccccc2C(=O)O)o1 | -12 | 0.84 | 0.8
Cc1ccc(N(CC(=O)NCCSc2ccccn2)S(C)(=O)=O)cc1 | -100 | x | x
O=C(Nc1nc(-c2ccccc2)cs1)c1cccnc1 | -41 | -0.56 | -0.34
Cc1ccc(C(=O)Oc2ccc(C(=O)COC(=O)C3CC(=O)N(Cc4ccco4)C3)cc2)cc1 (stereo not given) | 64 | -0.85 | -0.44
CN1CCN(NC(=O)c2cc(Br)ccc2Cl)CC1 | 53 | x | x
Cc1cc(C)nc(SCC(=O)Nn2cnnc2)n1 | x | -0.2 | -0.65
N#C/C(=C/c1ccc(N2CCCCC2)o1)C(=O)NCCc1c[nH]c2ccccc12 | -257 | -0.61 | -1.1
OCCN1CCN(CCOc2cccc(Cl)c2)CC1 | x | -0.68 | 0.56
COc1cc(SC)ccc1C(=O)Nc1ccc2c(c1)OCCO2 | x | -1.2 | -1.5
Cc1cc(N2CCN(c3ccccn3)CC2)n2cc(-c3ccccc3)nc2n1 | 20 | -0.53 | -0.65
COCCCn1c(=O)/c(=C\c2ccccc2OC(F)F)s/c1=C(/C#N)C(N)=O | -43 | x | x
Cc1cc(C(F)(F)F)n2nc(-c3sccc3-n3cccc3)cc2n1 | 34 | -0.44 | 0.4
Cc1c(Cl)cccc1NCC(=O)NN=C1CCCC1 | -337 | x | x
CCCCNC(=O)c1cc(-c2ccc(OC)cc2)on1 | 4 | -0.54 | -0.77
O=C(CSc1ncnc2ccccc12)NCCc1ccccc1 | 67 | x | x

Another view of some results above.
molecule,INS promoter inh,SDO1 yeast rescue,SDO1 yeast rescue Rescue 24 h
Cc1ccc(N(CC(=O)NCCSc2ccccn2)S(C)(=O)=O)cc1,-100,x,x
O=C(Nc1nc(-c2ccccc2)cs1)c1cccnc1,-41,-0.56,-0.34
Cc1ccc(C(=O)Oc2ccc(C(=O)COC(=O)C3CC(=O)N(Cc4ccco4)C3)cc2)cc1 (stereo not given),64,-0.85,-0.44
CN1CCN(NC(=O)c2cc(Br)ccc2Cl)CC1,53,x,x
Cc1cc(C)nc(SCC(=O)Nn2cnnc2)n1,x,-0.2,-0.65
N#C/C(=C/c1ccc(N2CCCCC2)o1)C(=O)NCCc1c[nH]c2ccccc12,-257,-0.61,-1.1
OCCN1CCN(CCOc2cccc(Cl)c2)CC1,x,-0.68,0.56
COc1cc(SC)ccc1C(=O)Nc1ccc2c(c1)OCCO2,x,-1.2,-1.5
Cc1cc(N2CCN(c3ccccn3)CC2)n2cc(-c3ccccc3)nc2n1,20,-0.53,-0.65
COCCCn1c(=O)/c(=C\c2ccccc2OC(F)F)s/c1=C(/C#N)C(N)=O,-43,x,x
Cc1cc(C(F)(F)F)n2nc(-c3sccc3-n3cccc3)cc2n1,34,-0.44,0.4
Cc1c(Cl)cccc1NCC(=O)NN=C1CCCC1,-337,x,x
CCCCNC(=O)c1cc(-c2ccc(OC)cc2)on1,4,-0.54,-0.77
O=C(CSc1ncnc2ccccc12)NCCc1ccccc1,67,x,x

Continued.
SMILES | INS promoter inh | SDO1 yeast rescue | SDO1 yeast rescue Rescue 24 h
CCCN1C(=O)C2(/C(=C(\O)c3ccc4c(c3)OCCO4)C(=O)C(=O)N2CCCOC)c2ccccc21 (stereo not given) | x | 2.6 | 2.6
CC(C)c1ccc2[nH]c(O)c(N=NC(=O)c3ccc(CSc4nncn4C)cc3)c2c1 | x | -1.2 | -1.1
O=C(Cc1cccs1)Nc1cccc(-c2nc3ccccc3[nH]2)c1 | x | 0.51 | 0.4
Nc1nc(SCc2ccc3c(c2)OCCO3)n[nH]1 | 33 | 0.76 | 0.21
NS(=O)(=O)c1ccc(NC(=O)/C=C/c2ccc3c(c2)OCO3)cc1 | 13 | x | x
CCCc1cc(=O)[nH]c(SCc2cc(Cl)ccc2OC(F)F)n1 | 35 | -1.3 | -1.4
O=C(OC1CCOC1=O)c1cc(-c2ccc(Br)cc2)nc2ccccc12 (stereo not given) | -46 | -1.9 | -2
Cc1cc2cc(CNC(=S)NC3CCCCC3)ccc2n1C | 45 | x | x
CCCC1C2CN(C(C)=O)CC=C2C(C#N)=C(N)C1(C#N)C#N (stereo not given) | x | 0.28 | 0.07
COc1cc(-c2nn3c(-c4cccnc4)nnc3s2)cc(OC)c1OC | 14 | 0.95 | 0.7
COc1ccc(-c2nc3ccccc3n2Cc2ccc(C)cc2)cc1 | 24 | -2.5 | -1.6
Cc1ccc(-c2csc(=S)n2CC(=O)OCC(=O)NCc2ccc(F)cc2)cc1 | x | -0.68 | -0.62
COc1ccc(NC(=S)N(CCN2CCCCC2)Cc2ccco2)cc1 | -27 | x | x
Cc1ccc2[nH]cc(CCCN3C(=O)c4ccccc4C3=O)c2c1 | -24 | -1.6 | -2.3
c1cnc(N2CCN(Cc3ccc4c(c3)OCO4)CC2)nc1 | -314 | 0.68 | 0.86
COc1ccc(/C=N/N=C(\N)c2nonc2N)cc1OC | 19 | x | x
O=C(COc1ccccc1)OC(C(=O)c1ccccc1)c1ccccc1 (stereo not given) | x | 0.76 | 0.48
COc1cc2c(cc1OC)C(C(=O)O)C(c1ccc(C)o1)N(C)C2=O (stereo not given) | x | 0.85 | 1
Oc1c(Cl)cc(Cl)cc1C=Nc1ccccc1N1CCCC1 | 19 | -0.47 | -0.79
C=CCCC(=O)Nc1nc(C)c(-c2csc(Nc3cc(OC)ccc3OC)n2)s1 | -16 | 0.52 | 6.2
CCC(=O)N1c2ccc(S(=O)(=O)CCC(=O)N3CCN(c4ccccc4)CC3)cc2CC1C (stereo not given) | -44 | 0.7 | 0.45
COc1cc2c(cc1OC)-c1c(OC)c(OC)cc3ccnc(c13)C2=O | 9 | 0.17 | 0.91
O=C(NC(=S)N1CCN(c2ccccn2)CC1)c1ccccc1 | 6 | 0.37 | -0.45
Cc1ccc(S(=O)(=O)NCCc2ccc(S(N)(=O)=O)cc2)cc1 | -18 | -0.2 | -0.65
Cn1ccnc1SCC(=O)Nc1ccccc1 | 8 | 0.38 | -0.2
Cc1cc(NC(=O)CN2C(=O)CCSc3ccccc32)no1 | 31 | x | x
O=C(O)CSCC(=O)Nc1ccc(C(F)(F)F)cc1 | 29 | x | x
O=C(Cn1cnc2ccccc2c1=O)NC1CCCc2ccccc21 (stereo not given) | x | 0.41 | 0.6
CC(C)CC(=O)Nc1ccc(Nc2ccccc2)cc1 | -31 | 1.2 | -0.86
NC(=S)NC1CCS(=O)(=O)C1 (stereo not given) | -40 | x | x
CCN(CC)c1ccc(NC(=O)CSc2ccsc2[N+](=O)[O-])c(C)c1 | 0 | -0.57 | -0.74
O=c1c2c3c(sc2nc2n1N=C(c1cccs1)CS2)CCCC3 | x | -0.88 | 0.97
COCCn1c(-c2ccco2)csc1=Nc1cccnc1 | 26 | 0.14 | -0.31
O=C(NCCCc1ccccc1)C1CCN(c2nnc(-n3cccc3)s2)CC1 | x | -1.1 | -1.2
Cc1cc(C)cc(NC(=O)c2ccc(CNc3c(N4CCOCC4)c(=O)c3=O)cc2)c1 | x | 0.42 | 1.1
CCNC(=O)NC1(C(=O)Nc2ccc3c(c2)CCC3)CCCCC1 | 9 | 0.75 | 0.16
Cc1sc(NC(=O)Cc2ccc3c(c2)OCO3)nc1-c1ccc2c(c1)CCN2C(=O)c1cccc(F)c1 | 14 | -0.16 | 0.02
Cc1nc2sc(-c3ccccc3)cc2c(=O)n1-n1cccc1 | 3 | 0.28 | -1.3
CCc1ccc(S(=O)(=O)NCCc2cn3ccc(C)cc3n2)s1 | -95 | x | x
CC1=C(C(=O)OCc2ccccc2)C(c2ccccn2)c2c(n(C)c(=O)n(C)c2=O)N1 (stereo not given) | 0 | -0.06 | -0.79
CCc1nnc(NC(=O)CCC(=O)N2CCN(CCOc3ccc(C)cc3)CC2)s1 | 13 | 0.27 | -0.04
CC(=O)c1c(C)[nH]c(C(=O)Nc2nc(-c3ccc(-c4ccccc4)cc3)cs2)c1C | 11 | -0.58 | -0.25
O=C(CCCCn1c(=O)[nH]c2ccccc2c1=O)N1CCN(c2ncccn2)CC1 | 55 | 0.49 | 0.33
N#Cc1nc(-c2ccccc2F)oc1NCc1cccc2c1OCO2 | -143 | -1.5 | -0.56
CC(C)N1CC2=C(OC(N)=C(C#N)C2c2cccnc2)/C(=C/c2cccnc2)C1 (stereo not given) | 37 | -0.17 | -0.72
CC(=O)N1CCN(c2ncnc3sc(-c4ccccc4)cc23)CC1 | -4 | x | x
CC(C)Cc1ccc(/C=C/C(=O)N2CCOCC2)cc1 | 3 | x | x
Cn1c(=O)c2c(nc(Br)n2CC(=O)c2cccs2)n(C)c1=O | -70 | 0.05 | 0.36
Cc1cc(C)n(CC(=O)N/N=C/c2ccccn2)n1 | -45 | 0.64 | 1.1
CCN(CC)c1ccc(C2NC(=O)NC(C)=C2C(=O)Nc2ccccc2)cc1 (stereo not given) | -109 | 1 | 0.85
O=C(O)C1C2C=CC3(CN(C/C=C/c4ccccc4)C(=O)C13)O2 (stereo not given) | x | 0.09 | 0.25
COC(=O)CC1=C(C(=O)OC)C(c2cc(OC)c(OC)cc2OC)C(C#N)=C(N)O1 (stereo not given) | -31 | 1.1 | 2
C/C(=N/NS(=O)(=O)c1ccc(C)cc1)c1cccc(NC(=O)c2cccc(Cl)c2)c1 | x | -0.08 | -0.33
COc1ccccc1OCC(=O)Nn1c(=S)[nH]c2ncccc2c1=O | x | 0.62 | -0.21
O=C(COC(=O)C12CC3CC(CC(O)(C3)C1)C2)N1CCN(S(=O)(=O)c2ccc(Cl)cc2)CC1 | -65 | 0.13 | 0.65
O=C(N/N=C/c1cccc(O)c1)c1ccc(COc2ccc3c(c2)CCC3)o1 | -7 | -1.3 | 0.6
O=S(=O)(c1ccc(Cl)c(NC(=S)Nc2ccccc2N2CCOCC2)c1)N1CCOCC1 | -50 | 0.26 | 0.27
CC1=NN=C(c2ccccc2)C(c2c[nH]c3ccccc23)N1O (stereo not given) | 31 | 0.01 | -0.48
CCOc1cc(C(=O)Nc2cnccn2)cc(OCC)c1OCC | 25 | -0.64 | -0.18
Cc1ccc(OCC(=O)NC(=S)Nc2ccc(Br)c(C)n2)cc1 | -77 | -0.35 | 0.37
CCN1CCN(c2nc(-c3cccs3)nc3ccccc23)CC1 | x | 0.94 | 0.7
Cc1ccc(C(=O)/C=C/c2ccco2)c(O)c1 | 17 | -0.77 | -0.33
O=C(NCCCN1CCC(Cc2ccccc2)CC1)C1CC(=O)N(C2CCCC2)C1 (stereo not given) | x | 0.57 | 0.66
